Rin1 Abl inh: human Rin1-Abl interaction inhibition | TR-FRET Rin1/Abl binding, biochemical | inhibition, % at 7.35 µM | 360,000 tested, 0.4% active; in the data active = inhibition above about 5%, passing the limit was not always enough
MT1-MMP act inh: inhibitors of human MT1-MMP activation; HT1080 RFP-PRO-GFP cells, GFP/RFP ratio fluorescence, overnight; percent of plate control window, DMSO zero; GFP/RFP ratio change, % at 20 µM; 360,000 tested, 0.061% active;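 active = GFP/RFP ratio change of at least 30% with cell ATP level not reduced by more than half and red fluorescence within 50% of control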; note: strong numbers were not always called active
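Assay system: HT1080 RFP-PRO-GFP cells. Benchmarks: DMSO vehicle wells and RFP-L50D-GFP reporter cell wells. Times: overnight cell settling, then overnight compound exposure, 37 °C, 5% CO2. Compound: 20 µM single dose, 1% DMSO. Read-out basis: GFP/RFP fluorescence ratio.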
NRP1-CendR mod: alters CendR peptide binding to human NRP-1; 360,000 tested, 0.85% active; inhibition, % at 25 µM; FAM-RPARPAR peptide binding to NRP-1, fluorescence polarization;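 active = inhibition or corrected inhibition above about 18%, plus a signal ratio from 0.5 to 1.5, limit read from the data, passing the limit was not always enough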; note: strong numbers were not always called active
E coli Lon inh: inhibitors of E. coli Lon protease. P0A9M0. purified E. coli Lon protease, fluorescence polarization. inhibition, % at 7.94 µM. 360,000 tested, 0.42% active. AID 602123; in the data active = inhibition above about 13%, passing the limit was not always enough;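 note: 0% = enzyme with probe and DMSO and 100% = no enzyme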
SKN-1 inh: inhibitors of C. elegans SKN-1. inhibition, % at 21.8 µM. AID 624304. 360,000 tested, 0.49% active. C. elegans VP596 Pgst-4::GFP/RFP ratio, acrylamide-induced, 24 h;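 active = interference check ratio from 0.5 to 1.5 plus GFP to RFP signal ratio inhibition reaching or exceeding a fixed threshold, cut at about 30% in these data, passing the limit was not always enough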; note: some compounds called inactive have numbers as strong as hits
MsrA inhibitor: inhibits bovine methionine sulfoxide reductase A. purified bovine MsrA, absorbance read-out. inhibition, % at 15.5 µM. 360,000 tested, 0.75% active; in the data active = inhibition above about 4.5%;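 note: 0% = vehicle wells with enzyme and 100% = reference inhibitor wells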
Neddyl block: inhibitors of human cullin neddylation; P61081+Q13564; TR-FRET cullin neddylation, biochemical; 360,000 tested, 0.58% active; AID 651699; calls only at 25 µM; in the data active = inhibition above about 36%
bovine MsrA act: activators of bovine methionine sulfoxide reductase A; purified bovine MsrA, absorbance read-out; activation, % at 10.6 µM; 360,000 tested, 0.3% active; AID 602163; in the data active = activation above about 7.5%;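 note: 0% = vehicle and 100% = reference activator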
FAS TE block: blocks the thioesterase domain of human fatty acid synthase; P49327; recombinant FAS-TE, OMFH fluorogenic substrate, fluorescence endpoint; inhibition, % at 15 µM; 360,000 tested, 0.67% active; AID 602261;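 active = compounds whose normalised, plate-corrected inhibition of enzyme fluorescence in the single-dose primary screen is 50% or more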;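 note: 0% = DMSO with enzyme and 100% = substrate without enzyme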
Target sequence (P49327 whole entry, looked up, the tested form may be a part): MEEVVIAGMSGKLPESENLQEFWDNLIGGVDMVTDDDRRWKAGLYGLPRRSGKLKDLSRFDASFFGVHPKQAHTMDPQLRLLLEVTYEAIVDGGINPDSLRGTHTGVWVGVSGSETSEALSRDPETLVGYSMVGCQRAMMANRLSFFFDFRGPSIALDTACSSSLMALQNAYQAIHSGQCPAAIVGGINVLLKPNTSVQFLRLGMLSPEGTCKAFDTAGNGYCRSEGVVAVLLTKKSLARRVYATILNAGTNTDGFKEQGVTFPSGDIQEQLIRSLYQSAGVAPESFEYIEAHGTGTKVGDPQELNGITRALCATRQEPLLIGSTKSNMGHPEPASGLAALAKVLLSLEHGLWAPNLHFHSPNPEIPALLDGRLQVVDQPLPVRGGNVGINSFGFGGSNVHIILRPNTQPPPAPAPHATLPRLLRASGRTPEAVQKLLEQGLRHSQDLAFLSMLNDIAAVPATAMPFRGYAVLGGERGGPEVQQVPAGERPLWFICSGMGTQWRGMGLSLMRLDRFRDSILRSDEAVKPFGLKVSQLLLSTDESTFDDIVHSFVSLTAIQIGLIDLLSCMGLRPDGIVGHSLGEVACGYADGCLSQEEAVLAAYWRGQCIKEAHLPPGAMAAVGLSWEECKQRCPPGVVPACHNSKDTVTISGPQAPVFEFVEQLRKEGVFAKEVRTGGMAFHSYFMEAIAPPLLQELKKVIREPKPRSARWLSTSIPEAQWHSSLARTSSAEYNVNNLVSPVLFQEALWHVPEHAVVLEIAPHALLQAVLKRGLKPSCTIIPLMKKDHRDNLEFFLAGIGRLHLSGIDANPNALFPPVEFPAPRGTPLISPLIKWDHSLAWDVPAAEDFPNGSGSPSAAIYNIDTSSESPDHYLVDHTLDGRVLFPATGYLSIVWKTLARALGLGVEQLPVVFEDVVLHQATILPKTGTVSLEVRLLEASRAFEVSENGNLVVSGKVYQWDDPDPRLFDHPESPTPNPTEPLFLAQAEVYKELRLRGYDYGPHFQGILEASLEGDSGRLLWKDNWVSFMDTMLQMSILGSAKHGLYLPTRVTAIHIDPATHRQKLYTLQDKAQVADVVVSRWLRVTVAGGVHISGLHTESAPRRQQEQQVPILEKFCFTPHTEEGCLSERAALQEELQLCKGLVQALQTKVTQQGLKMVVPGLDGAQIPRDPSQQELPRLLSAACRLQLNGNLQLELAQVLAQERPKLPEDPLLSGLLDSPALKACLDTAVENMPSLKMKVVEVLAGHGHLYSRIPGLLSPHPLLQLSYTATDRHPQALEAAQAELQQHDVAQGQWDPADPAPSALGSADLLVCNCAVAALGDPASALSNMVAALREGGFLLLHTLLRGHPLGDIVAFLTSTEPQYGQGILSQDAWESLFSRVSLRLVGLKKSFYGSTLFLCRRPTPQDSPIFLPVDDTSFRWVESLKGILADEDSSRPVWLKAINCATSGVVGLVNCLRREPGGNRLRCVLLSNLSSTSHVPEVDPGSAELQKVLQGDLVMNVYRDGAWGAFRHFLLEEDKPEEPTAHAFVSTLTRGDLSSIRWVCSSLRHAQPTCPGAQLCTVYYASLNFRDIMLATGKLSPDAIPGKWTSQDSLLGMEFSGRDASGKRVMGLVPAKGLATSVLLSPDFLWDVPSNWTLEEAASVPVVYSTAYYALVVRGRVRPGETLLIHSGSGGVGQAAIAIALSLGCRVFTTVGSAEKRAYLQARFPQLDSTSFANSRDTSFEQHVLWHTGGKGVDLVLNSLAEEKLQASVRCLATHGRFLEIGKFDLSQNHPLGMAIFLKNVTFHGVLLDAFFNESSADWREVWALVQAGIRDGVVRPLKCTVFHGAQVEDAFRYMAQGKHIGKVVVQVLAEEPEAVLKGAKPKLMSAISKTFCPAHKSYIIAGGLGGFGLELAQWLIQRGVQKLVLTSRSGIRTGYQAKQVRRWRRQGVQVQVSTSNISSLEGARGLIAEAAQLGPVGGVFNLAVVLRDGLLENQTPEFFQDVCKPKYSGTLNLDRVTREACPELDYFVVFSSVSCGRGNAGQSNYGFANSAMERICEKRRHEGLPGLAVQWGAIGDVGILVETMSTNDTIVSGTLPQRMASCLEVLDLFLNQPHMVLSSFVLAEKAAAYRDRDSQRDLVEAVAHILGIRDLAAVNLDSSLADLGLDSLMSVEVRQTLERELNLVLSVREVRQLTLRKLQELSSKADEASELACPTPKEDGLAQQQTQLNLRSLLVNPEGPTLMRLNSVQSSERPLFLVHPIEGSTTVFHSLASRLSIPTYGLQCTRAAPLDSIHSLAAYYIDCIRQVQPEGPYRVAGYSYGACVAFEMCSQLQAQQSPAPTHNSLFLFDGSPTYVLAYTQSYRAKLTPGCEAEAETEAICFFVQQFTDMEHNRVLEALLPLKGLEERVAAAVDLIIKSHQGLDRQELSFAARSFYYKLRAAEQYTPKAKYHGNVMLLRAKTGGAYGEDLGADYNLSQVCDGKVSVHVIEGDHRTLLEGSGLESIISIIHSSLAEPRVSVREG
Starred values were filed as active, the others as inactive; i = inactive; . = no result given.

A first look, four compounds:
SMILES | Rin1 Abl inh | MT1-MMP act inh | NRP1-CendR mod | E coli Lon inh | SKN-1 inh | MsrA inhibitor | Neddyl block | bovine MsrA act | FAS TE block
Cc1c(-c2nc(-c3ccncc3)no2)cccc1[N+](=O)[O-] | 0 | 3 | 6 | -4 | 5 | -0.2 | i | -1 | 9
CCc1ccccc1NC(=O)CN1CCN(CC(=O)Nc2ccc3c(c2)OC2(CCCCC2)O3)CC1 | 5 | 4 | 0 | -11 | -9 | -0.2 | i | -6 | 15
Cc1cc(Cl)ccc1C(=O)C1CCCN(C(=O)c2cnsn2)C1 (configuration not stated) | -1 | -4 | 9 | -4 | 1 | -0.3 | i | -2 | 5
O=C1C(C23CC4CC(CC(C4)C2)C3)C(=O)N(c2ccccc2)N1c1ccccc1 | -1 | -3 | 6 | -4 | 2 | 0.3 | i | -7 | -4

The whole of this part, from the start:
SMILES | Rin1 Abl inh | MT1-MMP act inh | NRP1-CendR mod | E coli Lon inh | SKN-1 inh | MsrA inhibitor | Neddyl block | bovine MsrA act | FAS TE block
Cc1c(-c2nc(-c3ccncc3)no2)cccc1[N+](=O)[O-] | 0 | 3 | 6 | -4 | 5 | -0.2 | i | -1 | 9
CCc1ccccc1NC(=O)CN1CCN(CC(=O)Nc2ccc3c(c2)OC2(CCCCC2)O3)CC1 | 5 | 4 | 0 | -11 | -9 | -0.2 | i | -6 | 15
Cc1cc(Cl)ccc1C(=O)C1CCCN(C(=O)c2cnsn2)C1 (configuration not stated) | -1 | -4 | 9 | -4 | 1 | -0.3 | i | -2 | 5
O=C1C(C23CC4CC(CC(C4)C2)C3)C(=O)N(c2ccccc2)N1c1ccccc1 | -1 | -3 | 6 | -4 | 2 | 0.3 | i | -7 | -4
Cc1ccc(S(=O)(=O)N2CCC(=O)N(CCOC(=O)Nc3ccc(F)cc3)CC2)cc1 | -1 | 4 | 2 | 3 | 0 | -0.5 | i | 5 | -8
Cc1ccc(C(C)NC(=O)CSc2ccc(S(=O)(=O)N3CCOCC3)cn2)cc1C (configuration not stated) | 1 | 5 | -3 | 12 | 6 | -1.1 | i | -1 | -2
O=C(/C=C/Nc1ccc([N+](=O)[O-])cc1Br)c1cccc2ccccc12 | 3 | 7 | -9 | 0 | 1 | 1.0 | i | -13 | 22
Cc1ccc(CNC(=O)C(=O)c2cn(CC(=O)N3CCOCC3)c3ccccc23)cc1 | -3 | -2 | 13 | 4 | 1 | 3.8 | i | -5 | 0
CCCOC(=O)C(C)n1cnc2scc(-c3ccc(C)cc3)c2c1=O (configuration not stated) | -3 | -1 | -23 | -2 | -3 | -0.9 | i | -2 | 16
CN(C)CCNC(=O)c1cc2sc3ccccc3c2s1 | -2 | 2 | -3 | 1 | 2 | 1.3 | i | -2 | -1
CCNC(=O)C1(C)CCN(C(=O)C(c2ccccc2)c2ccccc2)C1 (configuration not stated) | 1 | 3 | 1 | -4 | 1 | -1.6 | i | 0 | -8
COc1cc(NC(=O)C2CC(c3ccccc3Cl)=NO2)cc(OC)c1OC (configuration not stated) | -1 | 2 | 10 | 9 | -4 | -0.6 | i | -1 | 1
CCOC(=O)N1CCC(N(CCN(C)C)C(=S)Nc2cccc(C)c2)CC1 | 1 | 2 | 1 | -2 | 1 | -0.1 | i | -2 | -7
O=C1COc2ccc(C(=O)CSc3ccccc3C(=O)O)cc2N1 | -1 | 4 | 14 | -14 | -1 | -0.9 | i | -4 | -6
O=C(COC(=O)c1ccc[nH]c1=O)NC1CCCC1 | 0 | -1 | 1 | 0 | -19 | 1.7 | i | -11 | -9
CC1CC1C(=O)OCC(=O)NC(=O)NC12CC3CC(CC(C3)C1)C2 (configuration not stated) | -1 | 7 | 4 | -7 | 6 | -0.6 | i | 5 | 19
COc1ccc(NS(=O)(=O)c2ccc(C)c(C(=O)N(C)Cc3ccc(OC)cc3OC)c2)cc1 | 0 | -2 | 12 | 2 | -1 | -0.1 | i | 0 | 13
O=C(NCCc1ccccc1)c1c(O)c2ccccc2[nH]c1=O | 3 | -3 | -5 | -5 | 13 | -1.2 | i | 0 | 1
CC1=C(C(=O)Nc2ccccc2)C(c2ccco2)C(C#N)=C(SCC(=O)Nc2cccc(C)c2C)N1 (configuration not stated) | 4 | 8 | -10 | -4 | -1 | 0.4 | i | -7 | 8
CC(=O)Oc1ccc2c(C)c(CC(C)O)c(=O)oc2c1 (configuration not stated) | -1 | 2 | 6 | -7 | 3 | 3.8 | . | -4 | -8
COc1ccc(S(=O)(=O)N2CCCC(C(=O)NCCc3ccccc3)C2)cc1 (configuration not stated) | 2 | -8 | 7 | 4 | 9 | -0.5 | i | -1 | 3
CCOC(=O)c1c(CN(C)C)n(-c2ccc(C)cc2)c2cc(Br)c(O)cc12 | 1 | 0 | 7 | -6 | -2 | 0.9 | i | 3 | 9
O=C(N/N=C/C=C/c1ccccc1[N+](=O)[O-])c1cc(-c2cccnc2)nc2ccccc12 | 0 | -2 | 2 | 2 | -3 | 2.0 | i | -6 | 32
CCCC(=O)NCCCc1nc2ccccc2n1C | 1 | 3 | -16 | -12 | 1 | -0.8 | i | 1 | -2
CC1CCN(CCc2nc3cc(NC(=O)COc4ccccc4)ccc3n2C)CC1 | -1 | 5 | 11 | -4 | -1 | 1.1 | i | -2 | -4
O=C(O)c1cccc2c1Oc1ccccc1S2(=O)=O | 2 | 0 | 5 | -1 | 3 | -0.4 | i | -3 | -10
CCOC(=O)c1c(-c2ccc(OC)cc2)csc1/N=C/C1=C(O)CCCC1=O | -4 | -70 | -9 | -291 | 5 | -0.3 | i | -2 | 8
CCCCCCCCN1C(=O)[C@H](CC(=O)NCc2ccc(C)o2)C[C@@]2(C(=O)OC)CCCCC=C12 | . | 0 | -10 | -2 | 0 | -0.2 | i | 0 | 8
O=C(NCc1ccccc1)C1CCN(S(=O)(=O)c2cccc3cccnc23)CC1 | 3 | -5 | -12 | -5 | -13 | -0.3 | i | -4 | -1
COC(=O)c1ccc(CSc2ncnc3sc(C)c(C)c23)o1 | -5 | -9 | -26 | -2 | 6 | -0.4 | i | -1 | 16
CC1CCCCN1C(=O)c1ccc(S(=O)(=O)N2CCCCC2C)cc1 (configuration not stated) | 1 | 4 | 5 | 4 | 6 | -0.3 | i | 4 | -6
CCOC(=O)CC(NC(=O)c1cc2cc(Br)ccc2oc1=O)c1cccc([N+](=O)[O-])c1 (configuration not stated) | -3 | 0 | 7 | -8 | 6 | 0.8 | i | -2 | 44
CC(C)C12CN3CC(C(C)C)(CN(C1)C3c1ccccc1)C2O (configuration not stated) | 2 | . | 12 | -5 | -5 | -1.3 | i | -15 | -4
O=C(N/C(=C\c1ccco1)C(=O)N1CCOCC1)c1ccccc1Cl | 4 | 0 | -2 | -1 | -2 | 1.1 | i | -1 | -4
Cc1ccc(N2CC(C(=O)OCc3ccccc3F)CC2=O)cc1 (configuration not stated) | -1 | 1 | -2 | -3 | -22 | -0.3 | i | -9 | 1
CC(C(=O)Nc1ccc(N(C)C)cc1)N1C(=O)c2ccccc2S1(=O)=O (configuration not stated) | -2 | 1 | 3 | 5 | -4 | -0.4 | i | -3 | -4
O=C(NCCN1CCOCC1)/C(=C/c1ccco1)NC(=O)c1ccccc1 | 0 | -2 | -2 | -6 | 2 | -0.1 | i | -4 | -4
Cc1ccc(S(=O)(=O)NCCc2nnc3ccc(N4CCOCC4)nn23)cc1 | 2 | 2 | -5 | 3 | 2 | -0.5 | i | 0 | -5
O=C(N/C(=C\c1ccc([N+](=O)[O-])cc1)C(=O)N1CCCCC1)c1ccccc1 | 3 | 4 | -7 | -12 | -5 | 3.5 | i | -3 | 7
COc1ccc(NC(=O)N(C)C[C@H]2OCCCC[C@H](C)Oc3ccc(NC(=O)Nc4ccc5c(c4)OCO5)cc3C(=O)N([C@@H](C)CO)C[C@@H]2C)cc1 | -1 | 1 | -10 | -2 | -4 | -0.9 | i | 0 | 29
O=c1ccc2cc(S(=O)(=O)N3CCN(c4ccc(Cl)cc4)CC3)ccc2o1 | 2 | 2 | 9 | 8 | 12 | 1.3 | i | -1 | 3
O=C(COC(=O)c1cncc(Br)c1)NC12CC3CC(CC(C3)C1)C2 | 1 | 2 | -21 | -24 | 1 | 0.1 | i | 9.3* | 9
CCN1CCN(C(=O)c2oc(=O)c3ccccc3c2-c2ccc(C)cc2)CC1 | 0 | 1 | -1 | -1 | 3 | 1.8 | i | -3 | -1
CC1=C(C(=O)N(C)C)CC(CC(=O)NC2CCCC2)C(=O)N1CCC1=CCCCC1 (configuration not stated) | -4 | -2 | 4 | 2 | 3 | 0.6 | i | 0 | -5
Cc1c(Cl)cccc1NC(=O)CNC(=O)c1ccc2c(c1)OCCO2 | 3 | 0 | -13 | 3 | 2 | 1.4 | i | -9 | 5
CCOc1ccc(-c2c[n+](=O)c3c(n2[O-])CCCC3)c(OCC)c1 | -2 | 1 | 3 | 68* | 11 | -0.5 | i | -1 | -10
CCOc1ccc(CCNC(=O)C2(c3ccccc3)CC2)cc1OCC | 4 | -4 | 20* | -16 | 18 | -0.6 | i | -3 | -6
COc1ccc(CC(=O)N2CCCC(C)C2)cc1 (configuration not stated) | 0 | -2 | 10 | 2 | 37* | 0.0 | i | 0 | 0
Cc1cc(C)c(N=C2C(=O)Nc3ccccc32)c(C)c1 | -5 | -3 | -1 | 4 | 19 | 0.5 | i | -4 | 2
Cc1ccc(C(=O)/C=C/C(=O)O)cc1 | 5 | -1 | -8 | -7 | 5 | -1.0 | i | -15 | -6
NC(=O)c1ccccc1NCC(=O)c1ccc(F)cc1 | 1 | 0 | -12 | 4 | 9 | 0.5 | . | -1 | -2
Cc1ccccc1NC(=S)NCc1ccc(Cl)cc1 | 0 | -2 | 1 | -4 | 3 | -0.5 | i | -1 | -2
C=C(C)Cn1c(-c2ccncc2)n[nH]c1=S | 2 | 1 | 8 | -8 | -5 | 1.7 | i | -5 | -11
O=C(N/N=C/c1ccc(OCC(=O)N2CCCCC2)cc1)c1ccccc1 | -1 | 3 | 11 | -7 | -6 | 0.8 | i | -12 | -7
CC(=O)Nc1cccc(N=NN2CCCCC2)c1 | 1 | 0 | -2 | -4 | 1 | 0.5 | i | -3 | -4
O=C(N/C(=C/c1ccc(Br)cc1)C(=O)N1CCCC1=O)c1ccco1 | -2 | 2 | -8 | 0 | -11 | 0.2 | i | -5 | -5
O=c1cc(CSc2ccccn2)nc(N2CCN(c3ccccc3)CC2)[nH]1 | -6 | -3 | 7 | 5 | -2 | 0.5 | i | -12 | -4
O=C(C[n+]1ccccc1)Nc1c(Cl)cc(Cl)cc1Cl | 0 | 2 | -8 | 1 | 1 | 1.6 | i | -4 | -6
O=C(OCc1ccc(Cl)cc1Cl)c1cccnc1Cl | 2 | 1 | 0 | 3 | -21 | 0.3 | i | 0 | 25
Cc1ccc(O)c(NC(=O)c2cc(-c3ccc(F)cc3)on2)c1 | -88 | 10 | -10 | 6 | 0 | 0.2 | i | -4 | -3

(continued)
SMILES | Rin1 Abl inh | MT1-MMP act inh | NRP1-CendR mod | E coli Lon inh | SKN-1 inh | MsrA inhibitor | Neddyl block | bovine MsrA act | FAS TE block
O=C(O)CN1C(=O)/C(=C\c2cccc(OCc3ccccc3)c2)SC1=S | 0 | 3 | -29 | -9 | 5 | -0.1 | i | -5 | -14
CC1Cc2cc(S(=O)(=O)N3CCC(C(=O)Nc4ccccn4)CC3)ccc2N1C(=O)C1CCC1 (configuration not stated) | -1 | -5 | 1 | 2 | -2 | -0.2 | i | -3 | 10
CCN(CC)CCCNC(=O)CCn1nc(-c2ccc(Cl)cc2)ccc1=O | 1 | -6 | 4 | -2 | 2 | -0.4 | i | -1 | -2
Cc1ccccc1C(=O)NCC(=O)OC(C)C(=O)Nc1cccc(S(=O)(=O)N2CCOCC2)c1 (configuration not stated) | -1 | 1 | -2 | 4 | 12 | -0.7 | i | 0 | -3

Outcome played no part in choosing rows, and some 4.2% of all compounds hit somewhere here.
